From PubChem
Cav3 T inh = Cav3.2 calcium influx blockers – cell-based, Fluo-4 calcium fluorescence, FDSS, MLSMR library, primary screen; 100,000 tested, 4% active; B-score at 10 µM; Voltage-dependent T-type calcium channel subunit alpha-1H (Homo sapiens), O95180; Cav3.2-expressing cells; active compounds read low; AID 449739, 2010;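 active = single-dose well whose peak fluorescence ratio is a statistical outlier from its plate by either plate-standardised score or position-corrected B-score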
* marks the source's active call; other numbers are inactive results.

compound	Cav3 T inh
COc1cc(NC(=O)c2ccco2)c(OC)cc1NC(=O)CCC(=O)Nc1cc(C)ccc1C	0.573
O=C(O)CCN1C(=O)C(=C2CCCCCC2)SC1=S	2.24
COc1ccc(OC)c(NC(=O)CSc2nnc(CNc3ccc(F)cc3)o2)c1	-0.314
CS(=O)(=O)Nc1ccccc1C(=O)Nc1ccccc1Cl	0.0272
CCCCCCOc1ccc(N2C(=O)CC(N3CCC(C(=O)OCC)CC3)C2=O)cc1 (configuration not stated)	-1.52
Cc1ccc(Cn2ccc(NC(=O)c3cc(-c4cccc(Cl)c4)on3)n2)cc1	-1.87
O=c1c2cnn(-c3ccccc3)c2ncn1Cc1ccccc1	-0.215
CCOC(=O)CNC(=O)CSc1nnc(Cn2c(=O)sc3ccccc32)n1C	-0.223

Later entries.
compound	Cav3 T inh
COc1ccc(-c2ccc(OC)cc2C(=O)O)cc1	0.0302
CCNc1nc(N2CCOCC2)nc(N(c2ccccc2)c2ccccc2)n1	1.4
O=C(Nc1ccccc1)c1ccccc1OCC(O)CN1C(=O)c2ccccc2S1(=O)=O (configuration not stated)	-0.533
CC(C)(C)NC(=O)NC(=O)COC(=O)C1=COCCO1	-0.0337
CC(=O)Nc1c(C(=O)N2CCCCCC2)cnn1-c1ccccc1Cl	1.29
Cc1ccc(S(=O)(=O)N2CCOCC2)cc1C(=O)NCc1ccc(F)cc1	1.34
CCOC(=O)C1CCCN(Cc2ccccc2Cl)C1 (configuration not stated)	0.563
COCCCNC(=O)Cn1nnc(-c2ccc(NC(=O)c3ccccc3OC)cc2)n1	0.564

Following part
compound	Cav3 T inh
O=C1Nc2ccccc2SC(c2ccccc2)C1O (configuration not stated)	-2.23
CC1(C)Cn2c(nnc2-c2cccc(O)c2)S1	-0.745
CCS(=O)(=O)N1CCN(S(=O)(=O)c2ccc(F)cc2)CC1	0.673
CC(=O)Nc1ccc(NC(=O)CN2CCCC(C)C2)c(Cl)c1 (configuration not stated)	0.161
O=C(CCS(=O)(=O)c1ccccc1)Nc1nccs1	-0.573
NCCCC[C@@H]1NC(=O)c2cc([N+](=O)[O-])cc(F)c2NCCCC[C@@H](C(N)=O)NC(=O)CNC1=O	0.0893
CCCc1nc2ccccc2c(C(=O)OCc2nnc(-c3cc(OC)c(OC)c(OC)c3)o2)c1CC	0.188
O=C(O)C(Cc1ccccc1)n1cnnn1 (configuration not stated)	0.0554

(list continues)
compound	Cav3 T inh
CC(C)CC(=O)Nc1ccccc1N1CCOCC1	1.07
O=S(=O)(c1ccccc1)N1CCCC1c1nc2ccccc2s1 (configuration not stated)	-1.12
CCC(c1nnnn1Cc1ccc2c(c1)OCO2)N1CCN(c2ccccc2)CC1 (configuration not stated)	-1.38
COC(=O)c1ccc(Cn2cc(Cl)cn2)cc1	-0.143
COc1ccc(S(=O)(=O)N2CCCN(CC(=O)Nc3ccc(OC)c(Cl)c3)CC2)cc1	-1.71
COc1ccc(-n2ncc3c(N4CCN(c5cc(C)ccc5C)CC4)ncnc32)cc1	0.0921
O=C(CCN1CCc2ccccc2C1)Nc1ccccc1	0.445
CCn1c(/C=N/n2cnnc2)nc2ccccc21	0.391

Additional results follow.
compound	Cav3 T inh
Clc1cccc(-c2cc3nc4c(c(NCc5ccco5)n3n2)CCCC4)c1	-0.341
O=C(CSc1ncccn1)c1ccccc1Br	0.00582
Cc1ccc2cc(C(c3nnnn3C3CCCC3)N(Cc3cccnc3)Cc3ccco3)c(=O)[nH]c2c1 (configuration not stated)	-2.57
CCOC(=O)C1=C(C)NC(=O)CC1c1cc2c(cc1Br)OCO2 (configuration not stated)	-0.891
CCCC(C)C(=O)Nc1ccc(Cl)cc1Cl (configuration not stated)	0.635
Cn1c(SCC(=O)c2ccc(F)cc2)nc2cccnc21	0.0315
COc1ccc(S(=O)(=O)Cc2ccc(C(=O)NCc3cccnc3)o2)cc1	-0.601
COc1ccc(OC2C(=O)N(c3ccc(F)cc3)C2c2ccc(OC)c(OC)c2)cc1 (configuration not stated)	-3

(list continues)
compound	Cav3 T inh
Cc1ccccc1C(=O)Nc1ccc(S(=O)(=O)N2CCN(C)CC2)cc1	0.00256
O=C(NC1(C(F)(F)F)C(=O)Nc2c1c(=O)[nH]c(=O)n2Cc1ccccc1)c1ccco1 (configuration not stated)	0.602
Cc1cc(NC(=O)CSc2nc(C(C)C)nc3c2c(=O)n(C)c(=O)n3C)no1	0.478
Nc1nc2n(n1)C(c1ccc(Cl)cc1)CC(c1ccc(F)cc1)N2 (configuration not stated)	-0.0346
Oc1ccc(-c2nnc(-c3ccc(O)cc3)nn2)cc1	-0.296
O=C(O)C(=O)Cc1c[nH]c2ccccc12	0.659
C/C(CC(=O)Nc1ccccn1)=N\NC(=O)C(=O)Nc1cccc(C)c1	-0.322
O=C1N=C(N2CCOCC2)S/C1=C/c1ccc(-c2ccccc2Cl)o1	-1.51

(more compounds)
compound	Cav3 T inh
FC(F)(F)c1cnc2c(-c3ccc(Cl)cc3Cl)noc2c1	-0.435
CCc1c(C(=O)Nc2ncn(Cc3cccc(C)c3)n2)csc1C	-0.922
CCC(=O)Oc1ccc(C(CC)C(CC)c2ccc(OC(=O)CC)cc2)cc1 (configuration not stated)	-1.5
Cc1ccc(SC[C@H](c2ccccc2)N2CCN(C)CCC2=O)cc1	1.46
COC(=O)c1cc(NC(=O)C2COc3ccccc3O2)cc(C(=O)OC)c1 (configuration not stated)	-3.31
COc1ccc(-c2[nH]c(-c3cccc(OC)c3)nc2SCC(=O)NC2CCCC2)cc1	-1.78
O=S1(=O)CC(NCc2ccccc2)C(Nc2ccccc2)C1 (configuration not stated)	-0.00332
CCN1C(=O)CSC1=NC1C2CC3CC(C2)CC1C3 (configuration not stated)	-0.0172

Following part
compound	Cav3 T inh
Clc1ccc(-c2nc3cnccn3c2Nc2ccc3c(c2)OCO3)cc1	-3.11
C=CCNc1nc(-c2ccccc2)c(C(=O)OCC)cc1C#N	-4.39*
CC1CCc2c(sc3ncnc(SCC(=O)c4ccccc4)c23)C1 (configuration not stated)	0.00807
COC(=O)CCN(C(C)=O)c1ccc(N)cc1	-0.2
Cc1cccc(NC(=O)CSc2nnc(-c3ccccc3)n2N)c1	0.0904
CCN1CCN(C(=O)CN(Cc2ccccc2)S(C)(=O)=O)CC1	-0.148
Oc1c(C(c2cccs2)N2CCOCC2)sc2ncnn12 (configuration not stated)	0.697
COc1cccc(NC(=O)CSc2nnc(-c3cccs3)n2C)c1	1.29

Going on with the list:
compound	Cav3 T inh
CC(Cl)C(=O)Nc1ncc(C(F)(F)F)cc1Cl (configuration not stated)	1.25
CCCN(CCC)CC(O)CN(c1cc([N+](=O)[O-])ccc1OC)S(=O)(=O)c1ccccc1 (configuration not stated)	0.198
CCCc1cc(=O)oc2c(C)c(O)c(CN3CCCCC3)cc12	1.38
Cc1cc(N)n(-c2ccc3ccccc3c2)n1	1.17
O=C1CC(C2CCCO2)C(=O)N1c1cccc(Cl)c1 (configuration not stated)	-0.0615
c1ccc(Cn2nnc3cnccc32)cc1	0.42
CCN(C(=O)COC(=O)C(Cc1ccccc1)N1C(=O)c2ccccc2C1=O)C1CCS(=O)(=O)C1 (configuration not stated)	-1.85
COC(=O)c1ccc(CON2C(=O)c3ccccc3C2=O)cc1	-0.00196

Next part
compound	Cav3 T inh
CCOC(=O)C1CCN(Cc2cn[nH]c2-c2ccc(C)cc2)CC1	-0.311
CSc1nc2ccccc2cc1/C=C(\C#N)c1ccc(Cl)c(Cl)c1	-0.68
CCc1cc(=O)n2c([nH]c3ccccc32)c1C#N	-0.957
COC(=O)C1[C@H]2C(=O)N(Cc3cccs3)C[C@]23C=C[C@H]1O3 (some centres not stated)	0.735
C[C@@H]1C=C(C(=O)N2CCN(C)CC2)O[C@H](OCc2ccc(CO)cc2)C1	0.113
Fc1ccccc1CSc1nncn1NCc1cccs1	0.75
COc1cccc(NC(=O)C2C3C=CC(O3)C2C(=O)NCc2cccnc2)c1 (configuration not stated)	0.294
Cc1cccc(N2C(=O)CC(N(O)c3ccccc3)C2=O)c1 (configuration not stated)	-0.394

(further entries)
compound	Cav3 T inh
CSc1ncc(C(=O)O)n1-c1ccc(F)cc1	0.0166
CCOC(=O)C1CC=C(Cl)CC1C(=O)Nc1nccs1 (configuration not stated)	-1.45
CC(C)(C)NC(=O)C(c1ccccn1)N(C(=O)C1CSC(=O)C1)c1ccc(F)cc1 (configuration not stated)	0.918
O=C(Nc1nc(-c2ccccc2)cs1)c1ccc(Br)o1	-2.77
COc1ccc(C2=NOC(C(=O)NC3CCCCC3)C2)cc1OC (configuration not stated)	-0.0643
COc1ccc2[nH]c(=O)c(CN(Cc3ccco3)Cc3nnnn3Cc3ccccc3)cc2c1	-0.881
Cc1cccc(N2CCN(C(=O)C3CCCN(S(=O)(=O)c4cnc[nH]4)C3)CC2C)c1 (configuration not stated)	-0.0155
CC(C)(C)c1ccc(S(=O)(=O)CC(O)CSc2nc3c(cc2C#N)CCCC3)cc1 (configuration not stated)	-2.2

A second format for four compounds above:
CCOC(=O)C1CC=C(Cl)CC1C(=O)Nc1nccs1 (configuration not stated)
  Cav3 T inh = -1.45

CC(C)(C)NC(=O)C(c1ccccn1)N(C(=O)C1CSC(=O)C1)c1ccc(F)cc1 (configuration not stated)
  Cav3 T inh = 0.918

O=C(Nc1nc(-c2ccccc2)cs1)c1ccc(Br)o1
  Cav3 T inh = -2.77

COc1ccc(C2=NOC(C(=O)NC3CCCCC3)C2)cc1OC (configuration not stated)
  Cav3 T inh = -0.0643

Later entries:
compound	Cav3 T inh
Brc1ccc(-c2nc3ccccc3s2)s1	0.749
C[N+]1(CCCCCCC(=O)/C=N/O)CCCCCC1	0.119
COC(=O)c1ccc(CSc2ncnc3sc(C)c(C)c23)o1	-0.477
CN(C)S(=O)(=O)c1ccc2c(c1)nc(CCC(=O)NCC1CCCCC1)n2C	0.766
O=S1(=O)c2cccc3cccc(c23)N1Cc1ccc(-c2nnco2)cc1	-0.402
CC(=O)Nc1ccc(N/C=C/C(=O)C(C)(C)C)cc1	0.448
Cc1nc(NCc2ccc3c(c2)OCO3)c2oc3ccccc3c2n1	-1.48
CCOC(=O)[C@@H]1[C@H]2COc3ccccc3[C@@H]2N2C(=O)N(c3ccc(OC)cc3)C(=O)[C@]12C	1.08

Next section
compound	Cav3 T inh
Cc1ccc(NC(=O)c2onc(C)c2Cl)cc1	-1.38
Cc1ccc(NC(=O)CCNS(=O)(=O)c2ccc3c(c2)oc(=O)n3C)cc1	-0.874
Cc1cc(C)nc(NC(=O)CSc2nn(C)c(=S)s2)n1	0.409
Brc1ccccc1-c1nnc(CSc2nnnn2-c2ccccc2)o1	-0.672
CCOC(=O)N1CCC(NC(=O)c2cc(C(=O)Nc3cccc(OC)c3)ccc2CO)CC1	0.453
C1=C(N2CCOCC2)/C(=C/c2nc3ccccc3[nH]2)CC1	1.52
CCOC(=O)c1sc(NC(=O)c2ccc(C)o2)nc1C	-1.92
CCCCCCNC(=O)CSc1nccn1Cc1ccccc1	-2.45

(more compounds)
compound	Cav3 T inh
O=C(c1nc2ncccn2n1)N1CCc2ccccc2C1	0.00242
CSc1nc(SCC(=O)NCc2ccco2)c2c3c(sc2n1)CN(C)CC3	-0.347
COc1ccccc1CNS(=O)(=O)c1c(C)[nH]c(=O)[nH]c1=O	0.947
NC(=O)NC(=O)CSc1nc(-c2ccccc2)c(-c2ccccc2)n1CC1CCCO1 (configuration not stated)	-0.702
Cc1ccc(S(=O)(=O)NCCCCCC(=O)N(C)C)cc1	0.0558
CC(=O)c1ccc([C@@H]2C[C@]34CN(Cc5cccc(C(F)(F)F)c5)S(=O)(=O)[C@H]3C[C@H]2O4)cc1	0.00178
CCCCn1nnnc1SCC(=O)N1CCCC1	0.813
COc1cc(C(=O)NC2CC3CCCC(C2)N3CC(=O)Nc2ccccc2)cc(OC)c1OC (configuration not stated)	4.41*

Later entries
compound	Cav3 T inh
Cc1cc(NC(=O)COC(=O)CCCOc2ccc(Cl)cc2C)no1	-0.38
Cn1c(SCC(=O)NCc2ccco2)nc2ccccc2c1=O	0.108
CC(C)NC(=O)NS(=O)(=O)c1cnccc1NC1CC2CCC1C2 (configuration not stated)	-0.201
Cc1cc(NC(=O)CSc2nnc(-c3ccco3)n2Cc2ccccc2)no1	1.72
COC(=O)c1cc(OC)c(OC)cc1NC(=S)N1CCCCC1	0.1
CCC1CCCCN1C(=O)COc1cc(=O)n(C)c2ccccc12 (configuration not stated)	0.0445
Cc1cccc(CCNC(=O)C2CCC(=O)N2Cc2ccc(F)cc2)c1 (configuration not stated)	-0.213
COC(=O)CSc1nnc(SCc2ccc(Cl)cc2)s1	0.331

Next section
compound	Cav3 T inh
C/C(=C\c1ccccc1)CN(C)CCN(C)C	0.238
O=C(O)c1cnn2c1NC(c1ccc(F)cc1)CC2C(F)(F)F (configuration not stated)	0.61
CCN1CCN(C(=O)CCc2nc3ccccc3c(=O)[nH]2)CC1	1.04
Cc1[nH]c2ccccc2c1C(=O)CN1CCC2(CC1)OCCO2	-1.03
O=C(/C=C\Nc1ccccn1)c1ccccc1	-0.408

Shown field by field: entries from further up
SMILES: O=C(O)c1cnn2c1NC(c1ccc(F)cc1)CC2C(F)(F)F (configuration not stated)
  Cav3 T inh = 0.61

SMILES: CCN1CCN(C(=O)CCc2nc3ccccc3c(=O)[nH]2)CC1
  Cav3 T inh = 1.04

SMILES: Cc1[nH]c2ccccc2c1C(=O)CN1CCC2(CC1)OCCO2
  Cav3 T inh = -1.03

This is a subset (hit frequency here may not be typical).
